Spn PMK inh: S. pneumoniae PMK inhibitors, primary screen, biochemical, mevalonate pathway, pilot trial included; purified PMK, PK/LDH-coupled NADH absorbance 340 nm; 65,000 tested, 0.49% active; AID 539, 2006; inhibition, % at 10 µM;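 active means top-ranked compounds by inhibition in the single 10 µM screen, taking a fixed number of the strongest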;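 further: 0% = full reaction with DMSO carrier and 100% = background rate without enzyme reaction; no value below 0 was filed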
KRASV12 cytotoxicity: cytotoxicity in KRAS-transformed pancreatic duct cells, primary screen, cell-based, fluorescence, HTS (AID 431). HPDE-C7K KRASV12 cells, Alamar Blue viability, 48 h; higher % means a stronger effect. one-dose cytotoxicity, % at 10 µM; EC50 in µM for titrated hits. 63,000 tested, 1.7% active;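 active means compounds whose percent cytotoxicity in the single-dose primary screen, scaled between solvent and toxic-drug controls, exceeds 50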;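 further: 0% = DMSO solvent wells and 100% = doxorubicin-treated wells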
HT1080 viability: cytotoxicity in HT1080 fibrosarcoma cells, cell-based, fluorescence readout (AID 620). HT1080 viability, fluorescence; higher % means a stronger effect. one-dose cytotoxicity, % at 10 µM; EC50 in µM for titrated hits. 87,000 tested, 0.42% active;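 further: cells exposed to compound overnight then 4 h with Alamar Blue; 0% = vehicle DMSO and 100% = killing control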
MK inhibit: S. pneumoniae MK inhibitors, primary screen, biochemical, PK/LDH-coupled NADH absorbance | mevalonate kinase [Streptococcus pneumoniae D39] | purified MK, PK/LDH-coupled NADH absorbance 340 nm | inhibition, % at 10 µM | 65,000 tested, 0.48% active | AID 555, 2006;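 active means ranked among the strongest by inhibition in the single 10 µM screen, a fixed top-ranked set picked for dose follow-up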; further: no value below 0 was filed
DPM-DC inhibit: S. pneumoniae DPM-DC inhibitors, primary screen, biochemical, PK/LDH-coupled NADH fluorescence | 65,000 tested, 0.49% active | purified DPM-DC | calls only at 10 µM;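 active means the 320 compounds with the highest percent inhibition in the single-dose primary screen, excluding strongly autofluorescent ones, cut at about 32% in these data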;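 further: kinetic rate of NADH fluorescence loss reporting ADP formed by the decarboxylase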
Alkaline phosphatase: human TNAP enzyme inhibitors, biochemical, luminescent (AID 518); purified TNAP enzyme, luminescent substrate readout; higher % means a stronger effect; Alkaline phosphatase, tissue-nonspecific isozyme (Homo sapiens); 64,000 tested, 0.09% active; inhibition, % at 20 µM, or IC50 in µM where a hit was titrated; in the data active means a potency from the dose series; inactive means the rest, 99 in 100 with inhibition below about 22%;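 further: plate controls were vehicle for no effect and reference inhibitor for full effect; many of its hits are not listed in these tables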
HPDE-C7 cytotoxicity: cytotoxicity in HPDE-C7 cells, cell-based, fluorescence, HTS (AID 430) | HPDE-C7 pancreatic duct cells viability, fluorescence; higher % means a stronger effect | cytotoxicity, % at 10 µM, or EC50 in µM where a hit was titrated | 63,000 tested, 1.8% active;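 further: cells exposed to compound for 48 hours before viability readout; 0% = vehicle and 100% = reference cytotoxic drug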
Bfl-1 displacement: Bfl-1 inhibitors, primary screen, biochemical, fluorescence polarization, FITC-Bid, mouse (AID 432); displacement, % at 20 µM; hits with a dose series show IC50 in µM; 64,000 tested, 0.02% active; FITC-Bid BH3 peptide fluorescence polarization displacement; higher % means a stronger effect; Bcl-2-related protein A1 (Mus musculus); in the data active means a potency from the dose series; inactive means the rest, 99 in 100 with displacement below about 15%; further: strong numbers were not always called active
LYP phosphatase: LYP phosphatase inhibitors, primary screen, biochemical, DiFMUP fluorescence, recombinant catalytic domain, 10 µM (AID 606) | Tyrosine-protein phosphatase non-receptor type 22 (Homo sapiens) | recombinant LYP catalytic domain, DiFMUP fluorescence; higher % means a stronger effect | inhibition, % at 10 µM, or IC50 in µM where a hit was titrated | 52,000 tested, under 10 active;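 active means IC50 under 40 µM in the dose-response test; inactive means IC50 of 40 µM or more, or never dose-tested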
Spn PMK inh pilot replicates: recorded beside Spn PMK inh, whose call it bears; inhibition, %; measured here: pilot screen replicates
MK inhibit pilot replicates: second read-out of MK inhibit, no call of its own (marks repeat the call); inhibition, %; measured here: pilot screen replicates
DPM-DC inhibit pilot screen %: recorded beside DPM-DC inhibit, whose call it bears; inhibition, %; measured here: pilot screen trials
Numbers without * were called inactive; i = inactive; . = no result given. Unless noted, no stated cut-off is given here; in the data, active means cytotoxicity above about 50%; inactive means the rest.

SMILES | Spn PMK inh | KRASV12 cytotoxicity | HT1080 viability | MK inhibit | DPM-DC inhibit | Alkaline phosphatase | HPDE-C7 cytotoxicity | Bfl-1 displacement | LYP phosphatase | others
CCOc1ccc(NC(=O)C2CC(=O)N3CCCN=C3S2)cc1 (stereo unspecified) | 0 | -8% | -6% | 6 | i | 10% | -5% | 1% | -3%
CC1(C)CC(=O)C(CC2=C(O)CC(C)(C)CC2=O)C(=O)C1 | 4 | -9% | -3% | 2 | i | 9% | -4% | 1% | 12%
CCc1ccccc1Nc1ccc(C(=O)O)cc1N | 14 | 0% | 3% | 8 | i | 9% | -4% | 0% | -28%
COC(=O)c1cccc(N2C(=O)c3cccnc3C2=O)c1 | 15 | 11% | -1% | 10 | i | 6% | -1% | -1% | 17%
CCN1CCn2c1nc(N1CCOCC1)nc2=O | 12 | 1% | . | 8 | i | 0% | 2% | 1% | 9%
O=c1[nH]c(=O)n(Cc2ccccc2)c2c1CCC2 | 12 | 3% | 6% | 12 | i | 3% | -1% | -6% | 1%
Cc1ccc(-n2cc(-c3ccccc3)[nH]c2=O)cc1F | 17 | 7% | 1% | 0 | i | 16% | -20% | -6% | 0%
CCOC(=O)C(Sc1ncn[nH]1)c1ccccc1 (stereo unspecified) | 0 | 6% | 5% | 9 | i | 15% | -2% | 4% | 6%
O=c1oc2cc(OCc3nn[nH]n3)ccc2c2c1CCCC2 | 3 | . | 27% | 0 | . | 4% | . | 9% | .
Cn1c(=O)c2[nH]c(NCC3CCCO3)nc2n(-c2ccccc2)c1=O (stereo unspecified) | 14 | -17% | -8% | 13 | i | 10% | -35% | -8% | 1% | Spn PMK inh pilot replicates=6.0;MK inhibit pilot replicates=0.5;DPM-DC inhibit pilot screen %=2.5
COc1ccc(S(=O)(=O)N2CCCC2C(=O)Nc2ccc(O)cc2)cc1 (stereo unspecified) | 16 | 0% | -2% | 7 | i | 16% | 6% | 0% | -2% | Spn PMK inh pilot replicates=1.0;MK inhibit pilot replicates=0.0;DPM-DC inhibit pilot screen %=0.0
CCOc1ccc(C(=O)NC2CCN(S(C)(=O)=O)CC2)cc1 | 15 | 0% | -14% | 8 | i | 9% | -3% | -6% | .
O=C(CSc1nnc([C@@H]2CCCN2)o1)c1ccc(Cl)cc1 | 0 | . | -13% | 7 | i | 15% | . | -1% | 12%
CC1CCCN(C(=O)Nc2cccc(NC(=O)N3CCCC(C)C3C)c2)C1C (stereo unspecified) | 6 | 4% | -5% | 6 | i | 10% | 6% | -4% | -9%
COc1ccccc1N(C(=O)c1snc(C(N)=O)c1N)C(C(=O)NCCC(C)C)c1ccco1 (stereo unspecified) | 7 | -26% | 9% | 7 | i | -10% | -24% | 3% | 13%
Cc1c(Br)cc(C(=O)OC2CCN(C)CC2)c(C)c1C | 6 | 7% | 3% | 3 | i | 12% | -3% | 0% | 11%
COC(=O)c1ccccc1NC(=O)Cn1c(SC)c(F)cnc1=O | 2 | 5% | 6% | 11 | i | 5% | 2% | -1% | 9%
Cc1noc(/C=C/N(C)C)c1S(=O)(=O)N1CCc2ccccc21 | 4 | 43% | -1% | 7 | i | 20% | 46% | -6% | -9% | Spn PMK inh pilot replicates=3.5;MK inhibit pilot replicates=0.0;DPM-DC inhibit pilot screen %=6.0
COc1cccc(-c2nc(CS(=O)(=O)CC(=O)N3CCN(c4ccccn4)CC3)c(C)o2)c1 | 3 | -4% | -5% | 10 | i | 19% | -15% | -8% | 12% | Spn PMK inh pilot replicates=4.5;MK inhibit pilot replicates=0.0;DPM-DC inhibit pilot screen %=2.0
C=CCn1c(SCC(=O)NC2CCCC2)nc2scc(-c3ccco3)c2c1=O | 17 | -12% | -15% | 5 | i | 8% | -5% | 8% | .
CS(=O)(=O)N1CCN(c2ccccc2NC(=O)Cc2ccccc2)CC1 | 6 | -3% | 0% | 4 | i | 13% | -8% | -7% | 6%
CCCCOc1ccc(N2C(=O)CC(N(O)c3ccccc3)C2=O)cc1 (stereo unspecified) | 4 | 21% | 4% | 1 | i | 4% | 29% | -1% | 6%
CCN1C(=O)c2cccc3c(NC(=O)C(C)(C)C)ccc1c23 | 12 | -7% | 10% | 6 | i | 7% | 0% | -3% | -13%
COC1=CC(=O)CC(C)C12Oc1c(Cl)c(OC)cc(OC)c1C2=O (stereo unspecified) | 6 | 42% | 18% | 6 | i | 8% | 33% | 2% | 10% | Spn PMK inh pilot replicates=0.5;MK inhibit pilot replicates=5.0;DPM-DC inhibit pilot screen %=13
COc1ccc(N2C(N)=NC(N)=NC23CCCC3)cc1 | 9 | 5% | 1% | 2 | i | 11% | -1% | -7% | -3%
O=C(Cn1c(=O)sc2ccccc21)NCc1ccco1 | 0 | -7% | . | 12 | i | 7% | -4% | -1% | .
CC(c1ccccc1)C1CC(=O)N(CC(=O)O)C1=O (stereo unspecified) | 0 | -2% | -1% | 9 | i | 7% | -3% | 1% | -3%
O=C(COC(=O)CSCC(=O)N1CCCCC1)Nc1ccc(Cl)cc1 | 9 | -10% | 4% | 1 | i | 10% | -3% | 9% | 7%
COCCNC(=O)c1c(N)n(CCCn2ccnc2)c2nc3ccccc3nc12 | 13 | 6% | 29% | 10 | . | 1% | 7% | 12% | 7%
O=C(Cn1ncc2c(=O)oc3ccccc3c21)NCCC1=CCCCC1 | 3 | -19% | 19% | 8 | i | 1% | -25% | 10% | 0%
COc1ccc(OCCC(=O)NCc2ccccc2)cc1 | 5 | -1% | 5% | 7 | i | 4% | -5% | -4% | 2% | Spn PMK inh pilot replicates=0.0;MK inhibit pilot replicates=0.0;DPM-DC inhibit pilot screen %=0.0
CCOc1cc(-c2noc(CCCC(N)=O)n2)cc(Br)c1OC | 10 | -1% | 7% | 8 | i | 8% | 8% | 2% | -2%
CC1CCCCN1C(=O)CSc1nnc(-c2ccco2)n1CC1CCCO1 (stereo unspecified) | 8 | 7% | -2% | 3 | i | 12% | 4% | -4% | 1%
CS(=O)(=O)N1CCN(c2ccccc2NC(=O)c2ccc(Cl)cc2)CC1 | 11 | -3% | -1% | 13 | i | 8% | 2% | -2% | 11%
CCOC(=O)c1c(C)oc2ccc(O)c(CN(C)C)c12 | 11 | 0% | 7% | 1 | i | 13% | 8% | 3% | 5% | Spn PMK inh pilot replicates=0.5;MK inhibit pilot replicates=0.5;DPM-DC inhibit pilot screen %=5.5
COCC(C)n1c(C)cc(C(=O)COC(=O)c2ccc3ncsc3c2)c1C (stereo unspecified) | 16 | -7% | -12% | 8 | i | 0% | -9% | 3% | -13%
CC1(C)CC(=O)C(/C=N/n2cnc3ccccc3c2=O)=C(O)C1 | 16 | 12% | -21% | 14 | i | 11% | 2% | -5% | .
Cc1ccccc1C(=O)N1CCC(C(=O)Nc2ccc(S(=O)(=O)N3CCCC3)cc2)CC1 | 0 | 12% | -4% | 7 | i | 8% | -1% | 4% | 12% | Spn PMK inh pilot replicates=1.0;MK inhibit pilot replicates=0.0;DPM-DC inhibit pilot screen %=0.0
Cc1cc2cc3c(cc2nc1SCC(=O)N1CCN(C(=O)c2ccco2)CC1)OCO3 | 16 | 17% | 31% | 10 | i | 4% | 16% | -1% | 2%
Cn1c(=O)oc2cc(S(=O)(=O)NCCC(=O)Nc3ccc4c(c3)OCCO4)ccc21 | 10 | -4% | -5% | 0 | i | 3% | -17% | -1% | 10%

Arranged by length of the SMILES (ascending): part of the list above.
SMILES | Spn PMK inh | KRASV12 cytotoxicity | HT1080 viability | MK inhibit | DPM-DC inhibit | Alkaline phosphatase | HPDE-C7 cytotoxicity | Bfl-1 displacement | LYP phosphatase | others
COc1ccc(N2C(N)=NC(N)=NC23CCCC3)cc1 | 9 | 5% | 1% | 2 | i | 11% | -1% | -7% | -3%
O=C(Cn1ncc2c(=O)oc3ccccc3c21)NCCC1=CCCCC1 | 3 | -19% | 19% | 8 | i | 1% | -25% | 10% | 0%
CC1(C)CC(=O)C(/C=N/n2cnc3ccccc3c2=O)=C(O)C1 | 16 | 12% | -21% | 14 | i | 11% | 2% | -5% | .
COC1=CC(=O)CC(C)C12Oc1c(Cl)c(OC)cc(OC)c1C2=O (stereo unspecified) | 6 | 42% | 18% | 6 | i | 8% | 33% | 2% | 10% | Spn PMK inh pilot replicates=0.5;MK inhibit pilot replicates=5.0;DPM-DC inhibit pilot screen %=13
COCC(C)n1c(C)cc(C(=O)COC(=O)c2ccc3ncsc3c2)c1C (stereo unspecified) | 16 | -7% | -12% | 8 | i | 0% | -9% | 3% | -13%

No new results follow: 2 of the compounds above.
SMILES | Spn PMK inh | KRASV12 cytotoxicity | HT1080 viability | MK inhibit | DPM-DC inhibit | Alkaline phosphatase | HPDE-C7 cytotoxicity | Bfl-1 displacement | LYP phosphatase | others
Cc1ccccc1C(=O)N1CCC(C(=O)Nc2ccc(S(=O)(=O)N3CCCC3)cc2)CC1 | 0 | 12% | -4% | 7 | i | 8% | -1% | 4% | 12% | Spn PMK inh pilot replicates=1.0;MK inhibit pilot replicates=0.0;DPM-DC inhibit pilot screen %=0.0
Cc1cc2cc3c(cc2nc1SCC(=O)N1CCN(C(=O)c2ccco2)CC1)OCO3 | 16 | 17% | 31% | 10 | i | 4% | 16% | -1% | 2%

Other compounds.
SMILES | Spn PMK inh | KRASV12 cytotoxicity | HT1080 viability | MK inhibit | DPM-DC inhibit | Alkaline phosphatase | HPDE-C7 cytotoxicity | Bfl-1 displacement | LYP phosphatase | others
Cn1c(=O)n(CC(=O)O)c(=O)c2c1nc1n2CCS1 | 4 | -2% | -1% | 0 | i | -10% | 5% | -2% | 0%
COc1c(C)cccc1C(=O)Nc1ccc(CN2CCOCC2)cc1 | 0 | 15% | -6% | 0 | i | 6% | 4% | -11% | 27%
COc1ccc(C)cc1NC(=O)CSc1nnnn1Cc1ccccc1 | 4 | -2% | -5% | 10 | i | 15% | -11% | 1% | -6% | Spn PMK inh pilot replicates=1.0;MK inhibit pilot replicates=0.0;DPM-DC inhibit pilot screen %=0.0
CC1(C)CC(NC(=O)CCc2ccccc2)CC(C)(C)N1 | 10 | 13% | 14% | 8 | i | 13% | 13% | -7% | 5%
CCCCN(CC)Cc1ccc(CNC(=O)Nc2ccc(OC)cc2OC)o1 | 7 | -2% | 32% | 10 | i | 5% | 2% | -10% | .
CCCCCOC(=O)c1ccccc1C(=O)O | 7 | -21% | 8% | 12 | i | 20% | -9% | -1% | 5%
CCn1c(=O)cc(OCC(=O)N2CCN(c3cccc(C(F)(F)F)c3)CC2)c2ccccc21 | 9 | 33% | 27% | 0 | i | -3% | -8% | -6% | 6%
COc1ccc(N2CSC3=C(C#N)C(c4cccs4)CC(=O)N3C2)cc1 (stereo unspecified) | 5 | 12% | 16% | 15 | i | 9% | 13% | 0% | 3%

Bioassay records deposited in PubChem by several laboratories.
